HT1080 IDH1KD tx: HT-1080 IDH1 knockdown cell toxicity (counter line); AID 686971; Potency, µM (top dose mostly 46.1 µM), without a hit: at the top dose activity, negative = toxicity, most hits filed as cytotoxic; 2% of 360,000 active; HT-1080 IDH1 knockdown viability, ATP luminescence, 48 h;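 further: potency means the concentration at half of the fitted maximal effect; 0% = DMSO wells and -100% = cell-free medium wells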
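HT-1080-IDH1KD cells (IDH1 knocked down), 750/well in RPMI with 5% FBS, treated with compound 48 h at 37 degrees C. Viability by CellTiter-Glo luminescence, normalised to DMSO and no-cell wells; concentration-response curves classed.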
ATXN viability: cell viability loss in ATXN counter-screen; S2 cells (HEK-293 line with an ATXN2-luciferase reporter) viability, CellTiter-Fluor protease fluorescence, 24 h; Potency, µM (series often up to 56.7 µM), actives largely listed as cytotoxic; 0.49% of 400,000 active; further: potency means the concentration at half of the fitted maximal effect; nearly all actives have a fitted effect of over 40% in size
MCF10A rereplic: inducers of DNA re-replication in MCF 10A breast cells. MCF 10A DNA re-replication, Hoechst nuclear intensity, 48 h. Potency, µM (top dose mostly 46.1 µM), for the others: at the top dose activity, positive = re-replication, actives largely listed as activators. 2.9% of 350,000 active; further: potency means the concentration at half of the fitted maximal effect; % of control where 0% means no effect; nearly all actives have a fitted effect of over 50% in size
ATXN2 expr inh: ATXN2 expression inhibition; HEK-293 ATXN2-luciferase reporter, luminescence, 24 h; Potency, µM (titrated, usually from 57 µM), inactives show at the highest dose activity change, negative = inhibition, hits mostly inhibitors; 0.72% of 360,000 active; further: potency means the concentration at half of the fitted maximal effect; on the % scale 0 is the no-effect control and ±100 the full control effect; nearly all actives have a fitted effect of over 55% in size
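qHTS (up to 57 uM final) was run with 24 h compound exposure of reporter cells at 37 °C. Each well was multiplexed: SteadyGlo luminescence measured ATXN2-luciferase expression after a fluorogenic Gly-Phe-AFC viability readout (25 uM final).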
IL-1B inflam inh: inflammasome signaling inhibition, IL-1 beta readout; THP-1 LPS/ATP IL-1B secretion, AlphaLISA, 16 h; hits give low values; activity change, % at 57.5 µM; 4.7% of 360,000 active; in the data active means activity change below about -50%; inconclusive means mostly about -30% to -49%; further: on the % scale 0 is the no-effect control and ±100 the full control effect
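Secreted IL-1B measured by AlphaLISA bead assay after 16 h compound exposure of THP-1 cells; compounds (final up to 57.5 uM) added 1 h before LPS (250 ng/mL) and ATP (1.25 mM) stimulation; lower signal means less secretion.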
HT1080NT lethal: kills 2HG-producing HT-1080-NT fibrosarcoma cells; HT-1080-NT fibrosarcoma viability, CellTiter-Glo ATP luminescence, 48 h; Potency, µM (doses to about 46.1 µM), inactives show top-dose activity, negative = less viability, most hits filed as cytotoxic; 1.6% of 360,000 active; AID 686970;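 further: NT is the 2HG producing partner of a matched IDH1 knockdown line; potency means the concentration at half of the fitted maximal effect; 0% = DMSO-treated cells and -100% = media-only wells without cells; nearly all actives have a fitted effect of over 55% in size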
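Viability by CellTiter-Glo luminescence after 48 h compound exposure at 37C of HT-1080-NT cells (750/well, RPMI, 5% FBS). % activity scaled between DMSO wells and medium-only wells, then curve-fitted and categorized by curve class.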
KB-V1 cytotox: KB-V1 MDR subline cytotoxicity; Potency, µM (highest dose often 46.1 µM), without a hit: at the highest dose activity change, negative = cytotoxicity, actives largely listed as cytotoxic; 3.4% of 400,000 active; KB-V1 MDR cells viability, CellTiter-Glo, 72 h; further: potency means the concentration at half of the fitted maximal effect; on the % scale 0 is the no-effect control and ±100 the full control effect; nearly all actives have a fitted effect of over 60% in size
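KB-V1 cells (P-gp-expressing MDR subline of KB-3-1) in phenol-red-free DMEM with 10% FBS were exposed to library compounds over a concentration series for 72 h at 37 degrees C. Viability read by CellTiter-Glo luminescence; concentration-effect curves fitted after normalization.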
KB-3-1 cytotox: kills parental KB-3-1 adenocarcinoma cells. KB-3-1 viability, CellTiter-Glo ATP luminescence, 72 h. Potency, µM (top dose mostly 46.1 µM), for inactives: top-dose activity change, negative = cytotoxic, most hits filed as cytotoxic. 1.4% of 400,000 active; further: potency means the concentration at half of the fitted maximal effect; on the % scale 0 is the no-effect control and ±100 the full control effect; nearly all actives have a fitted effect of over 60% in size
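Cells are dispensed, compounds pinned in, plates held at 37 °C for 72 h, then CellTiter-Glo is added and luminescence read after 10 minutes. Cell line: parental KB-3-1 in phenol-red-free DMEM, 10% FBS.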
SW480 rerep: inducers of DNA re-replication in SW480 colon cancer cells; 1.8% of 340,000 active; SW480 DNA re-replication, Hoechst DNA content imaging, 48 h; Potency, µM (top dose mostly 46.1 µM), for the others: at the top dose re-replication activation, hits mostly activators; further: potency means the concentration at half of the fitted maximal effect; % of control where 0% means no effect; nearly all actives have a fitted effect of over 55% in size
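Quantitative HTS format with DMSO vehicle controls; 48 hr drug incubation at 37 C, then 40 min Hoechst staining and scanning imager measurement at 405 nm excitation.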
The depositor's hits bear a star; i = inactive; ? = inconclusive; . = no result given; [ ] = another dose, or the depositor's remark. Unless noted, the call rests on the fitted dose curve; in most records, active means well fitted curve in the direction sought with a large enough effect; inconclusive means small, poorly fitted or top-dose-only effect, or another doubt; inactive means no such curve, though single readings can be large; an effect the other way counts as inactive or inconclusive.

SMILES | HT1080 IDH1KD tx | ATXN viability | MCF10A rereplic | ATXN2 expr inh | IL-1B inflam inh | HT1080NT lethal | KB-V1 cytotox | KB-3-1 cytotox | SW480 rerep
CSC1=C(C#N)C(c2ccc(C)cc2)C2=C(CCCC2=O)N1 (stereo not drawn) | 4.1% | i | 9.1% | 0.0% | 0.0 | 2.4% | 15.3% | 11.3% | -4.0%
Cc1ccc(N=Nc2ccc(O)c(/C=N\NC(=O)c3ccc(N)cc3)c2)cc1C | 1.58µM* | ? | -0.3% | ? | 86.5 | 3.98µM* | 0.0% | 1.9% | 3.66µM*
COc1cccc(C(=O)NCCS(=O)(=O)N2CCCC(C)C2)c1 (stereo not drawn) | 6.2% | i | . | . | 5.3 | 3.0% | -1.9% | 1.2% | .
O=C(COC(=O)c1n[nH]c2ccccc12)Nc1ccc([N+](=O)[O-])cc1 | -25.9% | i | -1.2% | 2.5% | i | -14.6% | -0.2% | ? | -2.6%
CCCCCCCCNC(=O)/C(C#N)=C/c1ccc2c(c1)OCCO2 | -1.8% | i | ? | . | 12.6 | 7.5% | 24.5% | -1.8% | -138.3%[inhibitor]
Cc1ccc(NC(=O)CCc2nnc3ccc(N4CCOCC4)nn23)cc1C | -1.9% | i | 1.6% | -5.7% | 3.1 | 14.1% | 1.1% | -2.6% | 0.2%
CCC(C)c1ccccc1OCCn1ccnc1 (stereo not drawn) | -3.8% | i | 1.9% | -12.3% | 3.6 | 3.0% | 4.1% | 0.9% | -4.3%
CCOC(=O)c1cnc2c(OC)cccc2c1N1CCN(c2ccccn2)CC1 | -14.2% | ? | ? | ? | -53.2* | -14.4% | 8.2µM* | -19.9% | -5.6%
Cc1c(NC2=NC3(CCCCC3)Cc3ccccc32)c(=O)n(C)n1-c1ccccc1 | -1.1% | i | -1.4% | -9.3% | -23.9 | -9.1% | -6.3% | -10.1% | 5.1%
COc1ccc(C(=O)/C=C(\C)NCc2ccc3c(c2)OCO3)cc1 | -5.6% | i | 20.3% | -2.7% | -5.3 | -2.7% | -0.9% | 3.2% | -3.3%[9.22 µM]
Oc1nc(Nc2cccc(Cl)c2)sc1/C=C1\C=Nc2ccccc21 | ? | ? | 7.31µM* | 7.5% | ? | ? | ? | ? | ?
CCCN(CC(=O)Nc1ccc(NC(C)=O)cc1)CC(=O)Nc1ccc(F)c(F)c1F | -16.6% | i | -11.7% | -2.4% | 12.0 | -4.7% | 9.9% | 3.1% | -15.3%
CCOc1ccc(NC(=O)CCC(=O)NNC(=O)Nc2cccc(Cl)c2)cc1 | 1.2% | i | 0.184µM* | -23.1% | 13.7 | -3.6% | ? | 9.4% | ?
Cc1ccc2c(c1)C(O)(CC(=O)c1ccc3c(c1)OCO3)C(=O)N2 (stereo not drawn) | -0.3% | i | -9.0% | 2.7% | 13.5 | -1.5% | 24.8% | -0.3% | -0.5%
COc1ccc(S(=O)(=O)N(CCc2ccccc2)CC(N)=O)cc1 | 14.3% | i | 3.1% | -3.9% | 1.5 | 17.1% | 1.4% | 1.6% | -0.2%
CCOC(=O)c1sc(-c2ccccn2)nc1C | 0.6% | i | 0.1% | 28.4% | 18.5 | -6.3% | -7.7% | 1.2% | -8.7%
COc1ccc(NC(=O)NC2(C(=O)N3CCOCC3)CCCCC2)cc1 | 2.8% | i | -5.9% | 8.6% | 8.7 | 2.6% | 12.1% | 3.4% | -4.5%
Cn1c(SCc2ccccc2Cl)nnc1-c1cnccn1 | 3.6% | i | 0.6% | 36.4% | -1.8 | 4.8% | -4.7% | 26.7% | -9.7%
CC1Sc2ccc(S(=O)(=O)N3CCC(C(=O)NCCc4ccccc4)CC3)cc2NC1=O (stereo not drawn) | -20.3% | i | 2.6% | 0.8% | 19.1 | -22.9% | 22.2% | -21.8% | ?
C=CCSc1nc2sc3c(c2c(=O)n1CC)CCc1ccccc1-3 | 13.5% | i | ? | -7.9% | -16.7 | 15.5% | 5.1% | 0.2% | 19.6%
CC(C)Cc1ccc(CN2CCCC(NC(=O)c3cccc(-n4cnnc4)c3)C2)cc1 (stereo not drawn) | ? | i | ? | -23.3% | -50.6* | ? | ? | -28.8% | -2.8%
COc1cc(C(=O)NCC(=O)N/N=C/c2cccnc2)cc(OC)c1OC | -1.1% | i | -0.3% | 0.4% | 11.8 | 9.7% | ? | 0.4% | -20.6%
O=[N+]([O-])c1cccnc1Oc1ccc(C2SCCS2)cc1 | 11.0% | i | 10.7% | . | 14.7 | 7.4% | 17.4% | 0.8% | 0.8%
Cc1ccc(NC(=O)C2CC=CCC2C(=O)N2CCCCC2)cc1 (stereo not drawn) | -2.9% | i | -1.3% | -2.8% | 102.3 | 5.1% | ? | 1.2% | -0.7%
COCC(=O)Oc1c(S(=O)(=O)c2ccc(C)cc2)c(C)nn1-c1ccccc1 | -0.7% | i | 1.9% | -1.5% | 13.1 | -4.8% | -3.5% | -9.9% | 0.3%

The list goes on:
SMILES | HT1080 IDH1KD tx | ATXN viability | MCF10A rereplic | ATXN2 expr inh | IL-1B inflam inh | HT1080NT lethal | KB-V1 cytotox | KB-3-1 cytotox | SW480 rerep
CN(C)S(=O)(=O)n1cc(/C=C(\NC(=O)c2ccccc2F)C(=O)N2CCCC2)c2ccccc21 | -16.2% | i | 15.2% | -1.4% | -14.6 | -9.8% | ? | 3.5% | -37.2%[inhibitor]
CCOCCCNC(=O)Cn1cc2c(n1)CCCC2 | 4.3% | i | 8.5% | 0.1% | 12.7 | 3.5% | -14.6% | 0.6% | -4.4%
Cc1ccc(CCNC(=O)CCCn2c(=O)c3ccccc3n(Cc3ccccc3C#N)c2=O)cc1 | . | i | . | 13.2% | . | . | 12.2% | 5.0% | .
COc1ccc(S(=O)(=O)Nc2cc(Sc3ncn[nH]3)c(O)cc2C)cc1 | -0.9% | i | 0.7% | 7.8% | -2.9 | -0.6% | -1.7% | -3.1% | ?
CC(/C=N/Nc1nnc2c(n1)[nH]c1ccccc12)=C\c1ccco1 | -0.6% | i | 7.1% | 5.7% | 31.4 | 7.4% | 12.6% | -2.7% | 2.4%
Cc1ccc(-c2cn(-c3ccc(OC(F)F)cc3)c3[n+]2CCCCC3)cc1 | -25.5% | i | 5.1% | ? | -81.3* | ? | 28.0% | 0.0% | -1.1%
C=Cn1c(N2CCOCC2)nc2c1c(=O)[nH]c(=O)n2C | 0.3%[9.24 µM] | i | -2.2% | 2.4% | 4.6 | -1.0% | ? | -21.6% | -0.2%
CCOC(=O)C1CCCCN1Cc1cccc(F)c1 (stereo not drawn) | 16.7% | i | 1.1% | -2.2% | 22.1 | ? | -2.3% | -6.7% | -23.7%
CCN(CC)c1ccc(NC(=O)CSc2nc(-c3cccs3)cc(C(F)(F)F)n2)cc1 | . | i | . | 3.8% | . | . | 12.6% | -3.2% | .
O=C(Nc1ccnn1C1CCN(C(=O)c2cccc(Cl)c2)CC1)C1CC1 | -1.1% | i | 6.3% | 6.6% | 16.5 | 5.3% | ? | -10.3% | -23.2%
CCOC(=O)C1=NOC(Cn2cc(C(C)=O)c(=O)[nH]c2=O)C1 (stereo not drawn) | -5.3% | i | 9.6% | -2.0% | -0.9 | -2.0% | 9.0% | ? | 0.8%
Cn1c(C(=O)N2CCN(Cc3ccc4c(c3)OCO4)CC2)cc2sccc21 | -28.6% | i | 26.9% | -25.1% | ? | -16.9% | -24.2% | 1.3% | 6.4%
CCCCNC(=O)CN(c1cc(C(F)(F)F)ccc1Cl)S(C)(=O)=O | 22.0% | i | -0.5% | 5.7% | 0.0 | 13.9% | ? | 11.6% | -0.1%
Fc1cccc(-c2nnn3c2nc(Cl)c2ccccc23)c1 | ? | i | 2.59µM* | 14.0% | 28.8 | -10.9% | -46.5% | -28.1% | 5.8µM*
O=C(Nc1ccc(Cl)cc1)N(Cc1cccnc1)Cc1ccco1 | 11.0% | i | -4.9% | 0.1% | -2.9 | -3.7% | -14.4% | -2.5% | 3.5%
CCOc1ccc(Nc2cc3n(c(=O)n2)CCc2cc(OC)c(OC)cc2-3)cc1 | -11.8% | i | -3.0% | 4.5% | ? | 3.7% | -10.6% | 0.0% | 12.1%
COc1ccc(-c2nn(CC(=O)NCc3ccccc3)c3c2cnc2ccc(F)cc23)cc1 | . | i | . | 1.2% | . | . | -3.9% | 3.9% | .
CCc1cc2cc(C)ccc2nc1SCC(=O)N1CCN(C(=O)c2ccco2)CC1 | -2.8%[9.24 µM] | i | 8.9% | -2.7% | -21.0 | -10.1% | ? | 0.3% | -2.2%
O=C1CC(Nc2ccc(N3CCOCC3)cc2)C(=O)N1c1ccccc1F (stereo not drawn) | 0.3% | i | -11.5% | -9.6% | -9.5 | 7.5% | ? | 8.1% | -12.6%
CC(=O)C1=C(O)C(=O)N(c2ccc(Br)cn2)C1c1ccccc1F (stereo not drawn) | -0.8% | i | 4.4% | 6.0% | 12.8 | 2.2% | ? | 1.6% | 0.5%[9.22 µM]
Cc1cccc(C)c1-c1ccc(CN2C(CC(C)C)C(=O)N(Cc3cn(CC4CCCCC4)nn3)CCS2(=O)=O)cc1 (stereo not drawn) | ? | 35.5µM* | ? | ? | -12.8 | ? | -0.2% | 0.0% | -11.9%
O=C(COc1ccccc1)NCc1nnc2c3ccccc3c(-c3ccccc3)nn12 | -8.1% | i | 20.5% | . | 0.2 | -15.1% | 6.0% | -2.1% | 0.8%

Source: PubChem BioAssay (National Center for Advancing Translational Sciences (NCATS))
